Compound activity (PubChem)
CCHFV vOTU inh = CCHFV vOTU protease inhibitors, primary screen, biochemical, Pep-AMC substrate, fluorescence. inhibition, % at 11.5 µM. AID 651958, 2012. Crimean-Congo hemorrhagic fever virus L polyprotein viral ovarian tumor (vOTU) protease …. 0.55% of 370,000 active; in the data active means inhibition above about 30%; further: 0% = vehicle wells with enzyme and 100% = no enzyme wells
Y pestis TopoI = Yersinia pestis topoisomerase I inhibitors, primary screen, biochemical, cleavage product accumulation, plate reader, single point | DNA topoisomerase I (Yersinia pestis CO92) | Y. pestis Topo-I cleavage product accumulation | activity, % at 10 µM | 0.064% of 360,000 active | AID 504884, 2011; in the data active means activity above about 50%, passing the limit was not always enough; inconclusive means no clear call, values can overlap the other calls; further: inactives centre near 2
3CLpro inhibitor = SARS-CoV 3CLpro protease inhibitors, primary screen, biochemical, quenched FRET; 0.14% of 290,000 active; Replicase polyprotein 1ab (Severe acute respiratory syndrome coronavirus), P0C6X7; recombinant SARS-CoV 3CLpro, quenched FRET peptide cleavage; inhibition, % at 6 µM; in the data active means inhibition above about 12%
BoNT A protease = BoNT/A light chain protease inhibitors, primary screen, biochemical, flow cytometry, MLPCN library; Botulinum neurotoxin type A light chain protease (Clostridium botulinum A str. ATCC 3502); multiplex microsphere protease substrate cleavage; inhibition, % at 10 µM; 0.17% of 360,000 active; AID 588499, 2011; further: plate controls were buffer without enzyme for full effect and enzyme alone for no effect
PfHsp40 yeast = rescue of yeast from PfHsp40 toxicity, primary screen, S. cerevisiae, ATP luminescence. S. cerevisiae expressing PfHsp40, growth rescue. growth rescue, % at 12.5 µM. 0.68% of 340,000 active; in the data active means growth rescue above about 28%, passing the limit was not always enough; inconclusive means no clear call, values can overlap the other calls;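 further: yeast W303a lacking pdr1 and pdr3 grown in galactose medium; growth measured after three days at 30 °C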
VHR inh abs = VHR1 phosphatase inhibitors, primary screen, biochemical, absorbance, uHTS; Dual specificity protein phosphatase 3 (Homo sapiens), P51452; 0.52% of 290,000 active; inhibition, % at 13.3 µM; recombinant VHR phosphatase, pNPP absorbance; in the data active means inhibition above about 50%; further: some compounds called inactive have numbers as strong as hits
Target sequence (P51452 whole entry, looked up): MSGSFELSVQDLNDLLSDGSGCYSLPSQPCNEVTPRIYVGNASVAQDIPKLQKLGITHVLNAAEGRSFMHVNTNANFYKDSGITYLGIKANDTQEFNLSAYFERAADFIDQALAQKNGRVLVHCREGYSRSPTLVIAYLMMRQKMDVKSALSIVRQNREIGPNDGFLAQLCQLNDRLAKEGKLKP
BH1578 lux ind = inducers of Vibrio cholerae quorum light production without autoinducers, primary screen, BH1578 luxS cqsA deficient, single point | V. cholerae BH1578 lux reporter, luminescence, 6 h | activation, % at 18.7 µM | 0.16% of 350,000 active; in the data active means activation mostly above about 9.7%, no sharp cut-off; inconclusive means no clear call, values can overlap the other calls; inactive means mostly below about 3.7%; further: not every result past the cut was called active; inactives centre near 0; reference of the scale not given here
TcdB inh = TcdB glycohydrolase inhibitors, primary screen, biochemical, single point, plate reader; Toxin B (Clostridioides difficile), P18177; TcdB glycohydrolase enzymatic assay; inhibition, % at 9.99 µM; 0.24% of 350,000 active; AID 652162, 2013; in the data active means inhibition above about 10%
Anthrax LF prot = Bacillus anthracis LF protease inhibitors, primary screen, biochemical, multiplex microsphere, MLPCN library. multiplex microsphere protease cleavage assay. AID 588501, 2011. inhibition, % at 10 µM. 0.12% of 360,000 active. Lethal factor (Bacillus anthracis), P15917; further: plate controls were buffer without enzyme for full effect and enzyme alone for no effect
Target sequence (P15917 whole entry, looked up): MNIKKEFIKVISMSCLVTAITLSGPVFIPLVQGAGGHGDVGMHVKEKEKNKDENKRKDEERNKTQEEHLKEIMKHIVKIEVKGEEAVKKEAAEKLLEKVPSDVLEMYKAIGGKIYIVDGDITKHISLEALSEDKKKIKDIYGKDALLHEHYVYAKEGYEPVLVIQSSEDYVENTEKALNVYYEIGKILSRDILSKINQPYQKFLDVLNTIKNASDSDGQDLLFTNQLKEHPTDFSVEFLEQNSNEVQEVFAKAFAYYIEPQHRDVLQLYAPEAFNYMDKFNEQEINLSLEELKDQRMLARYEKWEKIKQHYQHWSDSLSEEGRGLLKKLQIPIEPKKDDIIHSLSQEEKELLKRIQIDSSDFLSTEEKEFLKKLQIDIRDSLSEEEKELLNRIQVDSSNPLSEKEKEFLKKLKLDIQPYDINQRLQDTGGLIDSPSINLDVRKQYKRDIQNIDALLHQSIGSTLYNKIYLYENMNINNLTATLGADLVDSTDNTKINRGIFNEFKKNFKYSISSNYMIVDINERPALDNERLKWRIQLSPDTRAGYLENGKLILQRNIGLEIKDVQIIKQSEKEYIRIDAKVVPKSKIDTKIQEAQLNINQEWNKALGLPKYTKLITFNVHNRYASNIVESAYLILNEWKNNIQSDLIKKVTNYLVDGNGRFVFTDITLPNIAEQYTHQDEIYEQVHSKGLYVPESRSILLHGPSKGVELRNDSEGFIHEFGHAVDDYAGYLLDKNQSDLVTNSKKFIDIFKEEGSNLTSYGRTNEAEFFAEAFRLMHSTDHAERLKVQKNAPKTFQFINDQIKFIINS
SSB-PriA inh = inhibitors of Klebsiella pneumoniae PriA binding to SSB C-terminal tail, primary screen, biochemical, AlphaScreen; PriA–SSB C-terminal tail interaction (Klebsiella pneumoniae); AID 1272365, 2023; AlphaScreen SSBct-PriA binding, biotinylated peptide; 0.6% of 430,000 active; inhibition, % at 33 µM; in the data active means inhibition mostly above about 37%, no sharp cut-off; inactive means mostly below about 20%;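 further: plate controls were negative control peptide for no effect and reference peptide for full effect; strong numbers were not always called active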
An asterisk follows results filed as active; i = inactive; ? = inconclusive; . = no result given. Unless noted, no stated cut-off is given here; in the data, active means inhibition above about 30%; inconclusive means no clear call, values can overlap the other calls; inactive means below that. A portion of the library; count on the stated rates, not on these rows.

Results follow in this order: CCHFV vOTU inh	Y pestis TopoI	3CLpro inhibitor	BoNT A protease	PfHsp40 yeast	VHR inh abs	BH1578 lux ind	TcdB inh	Anthrax LF prot	SSB-PriA inh
CCC(C)(C)NC(=O)c1cccc(NC(=O)C(C)C)c1
→ 3	-2	0	0.6	2.4	31	i	-1.7	-3	-23
O=C(CN1CCN(c2ccccc2)CC1)c1c[nH]c2ccccc12
→ -8	0	-5	-1.3	-0.2	.	-0.6	-2.4	-11	3
CCn1nnnc1SCC(=O)Nc1nc(-c2cccs2)cs1
→ 5	3	1	-0.2	-0.5	20	i	.	-4	-11
Cc1ccccc1-c1cc2nc(NCCc3ccncc3)n(C)c(=O)c2s1
→ 3	27	.	-0.2	.	.	-0.3	0.7	-7	.
COc1ccccc1/C=N/OC(=O)c1ccc(C)cc1
→ -4	28	0	0.0	-0.3	17	i	0.2	-9	.
Cc1cc(-c2ccc(C)c(S(=O)(=O)NCC3CCN(Cc4cccc(F)c4)CC3)c2)on1
→ -3	11	-5	-1.2	-1.1	-17	0.9	2.9	0	10
CCOc1ccc(NC(=O)CSc2nnc(Cn3cnc([N+](=O)[O-])n3)n2C)cc1
→ -3	-6	1	-1.0	0.2	-22	-1.4	.	-2	10
CC1C=CCC2C(=O)N(c3cc(Cl)ccc3O)C(=O)C12 (stereo not given)
→ 11	-17	3	0.4	-0.6	0	0.4	2.0	0	-6
COC(CN(C)S(=O)(=O)c1cc2c3c(c1)CCC(=O)N3CCC2)OC
→ -4	-4	-2	1.5	-0.1	-20	i	1.5	1	-2
O=P(O)(Oc1ccccc1)OC(c1ccccc1)C(F)(F)F (stereo not given)
→ 1	7	1	-0.4	-1.4	8	i	2.7	9	-6
CCc1n[nH]c(CCN)n1
→ 17	1	7	0.4	-0.3	8	-0.3	0.5	6	-3
CC1Oc2ccccc2N(CC(=O)N2CCCCCC2)C1=O (stereo not given)
→ 4	14	-2	-4.7	2.8	12	-0.4	0.9	-2	-12
COc1ccccc1/C=C/C(=O)OCC(=O)NCc1ccco1
→ -10	1	3	-0.3	-0.2	26	-0.4	.	-4	4
CC(C)n1nc(C(=O)OCC(=O)N(C)C2CCS(=O)(=O)C2)c2ccccc2c1=O (stereo not given)
→ -10	-1	5	-0.6	-0.9	4	i	.	-6	0
c1ccc(Oc2ccccn2)cc1
→ 14	-9	.	-0.7	0.2	.	-3.3	1.0	-11	-10

Record cards, from the list above. Values in the order: CCHFV vOTU inh, Y pestis TopoI, 3CLpro inhibitor, BoNT A protease, PfHsp40 yeast, VHR inh abs, BH1578 lux ind, TcdB inh, Anthrax LF prot, SSB-PriA inh
Shown for CC1Oc2ccccc2N(CC(=O)N2CCCCCC2)C1=O (stereo not given) → 4, 14, -2, -4.7, 2.8, 12, -0.4, 0.9, -2, -12
Shown for COC(CN(C)S(=O)(=O)c1cc2c3c(c1)CCC(=O)N3CCC2)OC → -4, -4, -2, 1.5, -0.1, -20, i, 1.5, 1, -2

(further entries)
Results follow in this order: CCHFV vOTU inh	Y pestis TopoI	3CLpro inhibitor	BoNT A protease	PfHsp40 yeast	VHR inh abs	BH1578 lux ind	TcdB inh	Anthrax LF prot	SSB-PriA inh
O=C(Nc1cnc2ccccn2c1=O)c1ccc(Cl)cc1
→ -1	-4	-3	-0.5	0.1	33	i	.	-2	-1
NC(Cc1c[nH]c2ccccc12)C(=O)NCc1ccco1 (stereo not given)
→ 0	3	0	0.1	-1.8	3	-1.5	-0.4	-9	5
CC(CCc1ccccc1)NC(=O)CN1CCN(c2ccc(O)cc2)CC1 (stereo not given)
→ -6	23	3	0.0	0.6	16	-0.4	-8.4	-4	5
O=C(Cc1c(F)cccc1Cl)Nc1ccc(S(=O)(=O)N2CCOCC2)cc1
→ 9	8	0	1.0	-0.8	26	7.3	-0.9	-1	-9
Cc1cc(NC(=O)NC2(C(F)(F)F)Oc3ccc(Cl)cc3O2)no1 (stereo not given)
→ .	3	2	-0.6	-0.2	-14	-0.4	1.9	-3	-16
N/C(=N\OC(=O)c1cccc2ccccc12)c1cccnc1
→ -26	3	-5	-0.3	0.6	-9	i	1.3	-2	.
CCOC(=O)N1CCN(C(=O)c2ccc([N+](=O)[O-])cc2Cl)CC1
→ 2	7	-4	-0.6	0.2	-22	i	0.1	-2	-1
Nc1c2nc(-c3ccccc3)[nH]c(=O)c2nc(=O)n1-c1ccccc1
→ 1	6	2	0.0	-0.1	9	0.5	0.9	-10	-2
COc1ccccc1C(=O)NNC(=S)Nc1ccccc1
→ 0	3	3	-1.6	1.9	-2	1.4	-0.5	-3	-2
COc1cccc(-c2cccc(NC(=O)C3CCN(CC4CCOC4)CC3)c2)c1 (stereo not given)
→ -10	-4	-2	-1.4	0.9	20	-0.5	0.0	-1	-3
Cc1ccc(SCC(=O)c2c(C)nc3ccccn23)cc1
→ -8	4	2	-0.4	15	21	i	0.9	0	-8
CC/C(=N\n1nnnc1Nc1ccccc1)c1ccccc1
→ -10	-4	-1	1.2	0.3	49	i	.	-6	.
Cn1nnc(-c2ccc(OCc3ccccc3F)cc2)n1
→ -4	23	2	-0.4	-0.3	2	-6.2	.	-5	-18
Cc1cc(=O)c(C(=O)O)cn1Nc1ccc(F)cc1
→ 4	-3	4	-0.4	0.9	-24	-2.0	.	-3	-1
O=C1c2ccccc2CCc2ccccc21
→ 10	6	.	-0.1	-0.1	.	i	1.3	-4	-25
Cc1onc(-c2c(Cl)cccc2Cl)c1C(=O)Nn1cnnc1
→ 1	-2	-6	-0.1	-0.2	2	-0.8	.	1	-9
CO/N=C/C(C#N)=C/c1cc(C(=O)c2ccc(F)cc2)cn1C
→ 4	-15	2	-0.6	0.0	6	1.8	0.7	-7	.
COc1ccc(CN2CCN(C(=O)c3ccco3)CC2)cc1
→ 6	0	-4	-0.5	-0.4	23	i	.	-1	-7
COc1ccc(C(C)(C)C)cc1NC(=O)CCCn1c(=O)oc2ccccc21
→ 8	41	9	-0.6	2.1	10	-0.7	.	1	-19
N#Cc1cccc(Cn2nnc(-c3ccccc3)n2)c1
→ 10	2	-4	1.1	1.2	-1	-0.5	.	1	-20
COc1ccc(C(=O)Nc2nnc(CCc3ccccc3)s2)c(OC)c1
→ 21	15	1	-1.6	1.1	4	-1.5	0.1	0	-9
Cc1ccc(C)c(NC(=S)N2CCCCC2CO)c1 (stereo not given)
→ -12	1	1	-0.6	1.7	-8	-0.5	-0.1	-4	9
CCN(CC)C(=O)c1nc[nH]c1C(=O)N1CCN(c2ccccc2)CC1
→ -4	-11	.	-0.3	-1.5	.	i	-0.9	2	5
COc1ccc(C(=O)OCC(=O)NC2CCCC2)c(OC)c1OC
→ -14	-2	1	-2.5	0.6	.	-6.2	0.8	2	3
COc1ccc(C(=O)NCc2ccc3c(c2)CCO3)cc1
→ -6	0	2	-43	0.0	26	-0.4	2.7	-10	-5
CCOC(=O)N1CCN(C(=O)CN2C(=O)COc3ccc(C)cc32)CC1
→ -4	9	-7	0.4	-0.3	-20	-0.3	.	-1	-6
Cc1ccc(/C=N/NC(=O)c2cc(-c3ccncc3)nc3ccccc23)o1
→ 0	10	3	1.4	-1.9	13	i	-0.8	0	.
O=C(NCc1ccccc1)C1CCN(S(=O)(=O)c2ccc(N3CCCC3=O)cc2)CC1
→ -1	6	-4	0.1	-1.2	52*	i	1.1	0	-2
CCCC(=NCC(=O)O)C1=C(O)C(C(=O)OC)C(C)(C)CC1=O (stereo not given)
→ 3	4	-6	-0.2	0.0	29	i	.	-4	-8
Cc1ccc(C(=O)Nc2cccnc2Oc2ccc(Cl)cc2)cc1
→ 4	7	9	-7.3	5.1	25	0.0	5.8	-8	-25
O=C(NCc1cccs1)c1cc(S(=O)(=O)N2CCCCC2)ccc1Cl
→ -8	-4	4	0.6	0.5	9	i	0.4	-2	-2
CN=C(C)C1=C(O)C(C(=O)OC)C(C)(C)CC1=O (stereo not given)
→ 12	2	6	-0.3	0.3	-6	0.4	.	2	-18
CC(C)NC(C)Cc1ccc(I)cc1 (stereo not given)
→ 0	18	.	0.0	-0.7	.	-2.8	1.4	-7	2
COc1ccccc1CCNC1CCCCCC1
→ -10	3	-1	0.4	1.1	6	-2.1	0.4	-1	-1
O=C(CCNS(=O)(=O)c1ccc(Cl)cc1)NCCc1ccccc1
→ -7	10	.	0.1	.	.	-0.8	0.4	0	.
COc1cc(/C=C/c2ccc3cccc(OC)c3n2)c(O)c([N+](=O)[O-])c1
→ 6	-1	7	-0.1	-1.2	4	.	1.2	0	1
O=C1N(c2ccc(Cl)c(Cl)c2)CN(Cc2ccccc2)CN1n1cnnc1
→ -2	14	2	-2.6	-2.1	8	-1.2	1.2	2	-12
Cc1ccc(S(=O)(=O)N(C)c2ccccc2C(=O)Nc2ccc(F)cc2F)cc1
→ -6	10	2	1.0	6.3	-6	i	1.4	12	6
Cc1ccc(C2CC(=O)Nc3sc(C(N)=O)c(N)c32)cc1 (stereo not given)
→ -2	-2	2	1.3	-0.4	7	-2.6	.	-1	-3
O=C1CCN(Cc2ccc(O)cc2)CCN1[C@H](CO)Cc1ccccc1
→ 0	3	1	0.4	0.1	28	2.1	-0.6	7	-10
Cc1ccc(O)c(Nc2c3ccccc3nc3ccccc23)c1
→ -136	-24	-3	-0.7	0.2	52*	4.2	-3.9	-6	61*
C=CCn1c(C)c(/C=C/c2cc[n+](C)cc2)c2ccccc21
→ 15	-3	-24	-13	0.6	19	-1.3	0.9	-11	-8
COc1cccc(N2CCN(C3CC(=O)N(c4ccc(C)c(Cl)c4)C3=O)CC2)c1 (stereo not given)
→ .	24	3	-0.9	0.0	0	1.0	1.2	2	-8
Cc1ccc(N(C(=O)Cn2nnc3ccccc32)C(C(=O)NCc2ccccc2)c2ccccn2)cc1 (stereo not given)
→ 6	28	10	0.2	-1.2	26	-1.1	.	2	-1
CC(NC(=O)CC(c1ccccc1)c1cc(Cl)ccc1O)c1ccccc1 (stereo not given)
→ 14	3	10	0.0	2.8	-1	-0.3	-0.3	-1	4
CN1c2ccccc2C(=O)/C(=C\Nc2ccc(F)cc2F)S1(=O)=O
→ -7	4	-2	-1.6	-1.5	-18	-0.5	1.6	-15	.
CN(C(=O)CCn1c(=S)oc2ccccc21)c1ccc(F)cc1
→ 7	10	-1	-0.3	-1.4	22	-0.3	2.2	1	-5
O=C(Cc1cccs1)N/N=C/C=C/c1ccccc1
→ 23	-5	8	-3.9	0.2	0	-0.5	-3.5	-6	.
CCc1ccc(NC(=O)Cn2nc(C(F)(F)F)c3c2CCC3)cc1
→ 7	4	5	0.4	0.2	24	-3.7	.	-1	-17
CCn1c(C)nc2cc(C(=O)N=Nc3c(O)[nH]c4c(C)cc(C)cc34)ccc21
→ -2	.	4	.	.	5	.	-0.4	.	.
O=C1NCCO1
→ -11	-2	.	-1.2	0.8	.	-0.6	0.8	-19	-12
Cc1ccc(NC(=O)/C=C/C(=O)O)c([N+](=O)[O-])c1
→ -8	3	-1	1.6	1.6	1	-0.3	.	-1	-6
CCOC(=O)c1c(C)c(C(=O)NCc2ccco2)c(C)n1C
→ -6	-4	2	0.1	-0.5	1	i	0.2	0	2
Brc1cnc(N2CCCC2)nc1N1CCOCC1
→ -7	5	0	?	-1.2	-6	i	.	0	-10
